Coupling enz: coupling enzyme interference in Giardia aldolase counter-screen. coupling enzyme system counterscreen, AmpLite Red fluorescence. activity change, negative = inhibition, % at 58.2 µM, hits read low. 0.67% of 290,000 active. AID 2472; in the data active = activity change below about -30%; note: % is set by controls: 0 for no effect and ±100 for the full control effect
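Counterscreen lacking aldolase: glyceraldehyde-3-phosphate coupling-enzyme reagent preincubated 10 min at RT with compound (at 57.5 uM final), then substrate/coupling system with AmpLite Red added; fluorescence read at 525/598 nm after 20 min RT.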
uPA surface inh: blocks generation of uPA at the cell surface. cell surface uPA generation assay, qHTS. 0.31% of 330,000 active. Potency, µM (highest dose often 38.3 µM), without a hit: top-dose activity change, negative = inhibition, hits mostly inhibitors; active = well fitted inhibition curve with a large enough effect; inconclusive = small, poorly fitted or top-dose-only effect; inactive = no such curve, though single readings can be large or run the other way; tested in mouse RAW 264.7 cells; note: potency is the fitted concentration of half-maximal effect; % is set by controls: 0 for no effect and ±100 for the full control effect; nearly all actives have a fitted effect of over 55% in size
KCNH2 3.1 inh: inhibitors of human KCNH2 3.1 potassium channel isoform | U2OS KCNH2 3.1, thallium flux FluxOr; active compounds read low | activity change, % (tested at about 1.8 µM) | 0.95% of 340,000 active;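 active = maximum activity change below -70%; inconclusive = maximum activity change from -70% to -50%; inactive = maximum activity change above -50%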;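 note: thallium influx rate constant from kinetic fluorescence after stimulation buffer; % is set by controls: 0 for no effect and ±100 for the full control effect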
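Measured as rate of thallium-driven FluxOr signal in transduced U2OS cells carrying the 3.1 channel, read kinetically for 2 min upon stimulation; values are rate constants scaled to DMSO control wells.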
ELG1 genotox: genotoxicity induction in ELG1-luciferase HEK293T cells. 1.3% of 330,000 active. AID 504466. HEK293T ELG1-luciferase reporter, luminescence, 16 h. Potency, µM (doses to about 46 µM), without a hit: top-dose activity change, positive = activation, usual class: activators; note: potency is the fitted concentration of half-maximal effect; % of control where 0% means no effect; nearly all actives have a fitted effect of over 60% in size
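Step 1: seed 2,000 HEK293T ELG1-luciferase cells per well. Step 2: add compound or DMSO, incubate 16 hr at 37 °C. Step 3: ONE-Glo, 30 min at room temperature, read luminescence.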
Giardia killer: Giardia lamblia killing; Giardia lamblia trophozoite viability; activity change, % at 7.66 µM, hits read low; 0.15% of 340,000 active; in the data active = activity change below about -80%; inconclusive = between about -30% and that limit;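 note: parasites exposed to compound for two days anaerobically before the ATP read; % is set by controls: 0 for no effect and ±100 for the full control effect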
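ATP-content bioluminescence gauges trophozoite survival. Cells (100/well) receive compound and incubate anaerobically for 48 hrs at 37 deg C; detection reagent follows for 15-30 min at room temperature.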
Gal4-VP16 FLuc: counter-screen for ROR gamma inhibitors: Gal4-VP16 reporter; 3.5% of 310,000 active; Potency, µM (top dose mostly 53.6 µM), for the others: at the highest dose activity, negative = inhibition, most hits filed as inhibitors; Drosophila S2 Gal4-VP16 UAS-luciferase, luminescence, 20 h; AID 2546;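 note: Gal4-VP16 expression switched on by copper sulfate through the metallothionein promoter; potency is the fitted concentration of half-maximal effect; % is set by controls: 0 for no effect and ±100 for the full control effect; nearly all actives have a fitted effect of over 50% in size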
NPC1 promoter act: activators of NPC1 promoter; Huh7 NPC1 promoter luciferase reporter, 24 h; Potency, µM (titrated, usually from 9.22 µM), without a hit: top-dose activation, actives largely listed as activators; 2.4% of 320,000 active; AID 485313;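 note: potency is the fitted concentration of half-maximal effect; % of control where 0% means no effect; nearly all actives have a fitted effect of over 60% in size; reporter is driven by a mutant NPC1 promoter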
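Luminescence read-out of NPC1 promoter-driven luciferase in stably transfected Huh7 cells; compounds delivered in DMSO and left 24 h at 37C, 5% CO2, qHTS titration format.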
Rab9 prom act: activates the Rab9 promoter. 2.8% of 320,000 active. Potency, µM (doses to about 9.22 µM), inactives show at the highest dose activation, negative = inhibition, most hits filed as activators. Huh7 Rab9 promoter-luciferase reporter, luminescence, 24 h. AID 485297; note: potency is the fitted concentration of half-maximal effect; % of control where 0% means no effect; nearly all actives have a fitted effect of over 60% in size
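Quantitative HTS format; Huh7 Rab9-luciferase reporter cells (1500/well) receive compound 2 h post-plating, incubate 24 h at 37 °C, then get luciferase reagent for 10 min before luminescence reading.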
Tb PFK inh: blocks T. brucei phosphofructokinase; O15648; T. brucei PFK, ADP-Glo luminescence; Potency, µM (highest dose often 57.5 µM), without a hit: at the top dose activity, negative = inhibition, hits mostly inhibitors; 0.17% of 330,000 active;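 note: potency is the fitted concentration of half-maximal effect; 0% = uninhibited 1x PFK enzyme wells and -100% = no-enzyme wells; nearly all actives have a fitted effect of over 60% in size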
Target sequence (O15648 whole entry, looked up): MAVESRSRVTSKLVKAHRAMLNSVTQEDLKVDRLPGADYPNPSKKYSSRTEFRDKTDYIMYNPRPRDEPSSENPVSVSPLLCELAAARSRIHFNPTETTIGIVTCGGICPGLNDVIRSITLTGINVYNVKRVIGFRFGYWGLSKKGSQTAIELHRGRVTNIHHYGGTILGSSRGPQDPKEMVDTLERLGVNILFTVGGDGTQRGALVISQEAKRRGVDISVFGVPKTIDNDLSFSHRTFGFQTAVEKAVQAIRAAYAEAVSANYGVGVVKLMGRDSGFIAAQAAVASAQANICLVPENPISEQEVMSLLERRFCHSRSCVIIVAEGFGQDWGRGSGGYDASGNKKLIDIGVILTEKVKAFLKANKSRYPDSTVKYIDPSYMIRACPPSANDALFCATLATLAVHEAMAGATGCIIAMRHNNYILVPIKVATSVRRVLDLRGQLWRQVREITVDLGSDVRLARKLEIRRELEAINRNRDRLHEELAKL
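ADP-Glo luminescence quantified ADP after 45 min at room temperature, with 1.25 nM T. brucei PFK, 0.1 mM ATP and 0.5 mM fructose-6-phosphate in pH 8.0 TEA buffer. qHTS titrations up to 57 µM; curves classified by quality.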
FLuc modulator: firefly luciferase modulation, counter-screen for miR-21 project; P08659; purified FLuc, Km substrates, luminescence inhibition; Potency, µM (series often up to 57.5 µM), without a hit: top-dose activity change, negative = inhibition, hits mostly inhibitors; 6.9% of 360,000 active;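 note: potency is the fitted concentration of half-maximal effect; plate controls were vehicle for no effect and reference inhibitor for full effect; nearly all actives have a fitted effect of over 55% in size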
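Purified P. pyralis luciferase, 10 nM final, with Km-level 10 uM D-luciferin and 10 uM ATP in 50 mM Tris acetate pH 7.5, 10 mM Mg acetate, 0.01% Tween-20, 0.05% BSA; 6-point qHTS titration about 60 µM downward; luminescence read.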
RORg inh: inhibitors of mouse ROR gamma transcriptional activity; Drosophila S2 Gal4-RORgamma UAS-luciferase reporter, 20 h; 5.4% of 310,000 active; AID 2551; Potency, µM (top dose mostly 53.6 µM), inactives show top-dose activity change, negative = inhibition, most hits filed as inhibitors; note: potency is the fitted concentration of half-maximal effect; % is set by controls: 0 for no effect and ±100 for the full control effect; nearly all actives have a fitted effect of over 60% in size
Target sequence (P51450 whole entry, looked up, the tested form may be a part): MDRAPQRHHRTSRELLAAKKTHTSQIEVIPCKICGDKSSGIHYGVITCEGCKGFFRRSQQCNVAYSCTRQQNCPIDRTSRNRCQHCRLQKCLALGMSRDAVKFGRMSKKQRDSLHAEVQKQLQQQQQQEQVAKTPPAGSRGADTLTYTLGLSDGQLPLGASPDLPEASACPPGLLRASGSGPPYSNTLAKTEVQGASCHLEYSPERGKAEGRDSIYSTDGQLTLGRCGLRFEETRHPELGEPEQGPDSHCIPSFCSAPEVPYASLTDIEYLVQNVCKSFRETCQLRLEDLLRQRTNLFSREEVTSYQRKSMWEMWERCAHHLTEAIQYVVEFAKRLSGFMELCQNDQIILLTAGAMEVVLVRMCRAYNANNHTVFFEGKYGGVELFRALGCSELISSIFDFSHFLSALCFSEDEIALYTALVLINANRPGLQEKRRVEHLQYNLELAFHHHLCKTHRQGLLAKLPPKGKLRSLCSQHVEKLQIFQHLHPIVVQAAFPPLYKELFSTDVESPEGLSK
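Stably transfected Drosophila Schneider cells are the test system, with ROR gamma fused to Gal4 and luciferase under UAS control; luminescence is read after 20 hr of 700 uM copper sulfate induction at ambient temperature.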
The depositor's hits bear a star; ? = inconclusive; nt = not tested or not shown; & = joins results of further samples; [ ] = another dose, or the depositor's remark. Unless noted, calls come from the whole dose curve; as a rule, active = well fitted curve in the direction sought with a large enough effect; inconclusive = small, poorly fitted or top-dose-only effect, or another doubt; inactive = no such curve, though single readings can be large; an effect the other way counts as inactive or inconclusive.

SMILES	Coupling enz	uPA surface inh	KCNH2 3.1 inh	ELG1 genotox	Giardia killer	Gal4-VP16 FLuc	NPC1 promoter act	Rab9 prom act	Tb PFK inh	FLuc modulator	RORg inh
COc1ccc(-c2nnc(SCc3csc(N)n3)n2C)cc1	1	nt	7	2%	-26	10%	1%	12%	-8%	1%	39%
Cc1cc(C)cc(OCC(=O)NC2CCCc3ccccc32)c1 (stereo not given)	2	6%	-16	-2%	-15	-4%	11%	-2%	0%	0%	-3%
O=[N+]([O-])c1ccc(N2CCCCC2)cc1SCCO	6	9%	10	-5%	-6	-4%	-4%	-6%	10%	-16%	24%
CC(=O)N1CCN(S(=O)(=O)c2cccc(C(=O)Nc3ccccc3N3CCCC3)c2)CC1	nt	-1%	-1	2%	9	nt	0%	-4%	-5%	1%	nt
Cc1ccc(S/C(=N\S(=O)(=O)c2ccc(Cl)cc2)c2ccccc2)cc1	6	nt	19	-6%	-1	1%	-5%	-9%	-27%	-12%	-24%
O=c1cc([O-])[n+]2c3n1CCCN3CCC2	-1	21%	-6	0%	-3	0%	1%	0%	-1%	-1%	-7%
CC1=CC(=O)CC(C)(C)C1(O)/C=C/C(C)=C/C(=O)O (stereo not given)	1&6	9%	15	-1%	10	-3%&2%	-1%	-3%	1%	1%	-7%&6%
COc1ccccc1C/C(N)=N/OC(=O)c1cccc([N+](=O)[O-])c1C	-4	-10%	-2	-8%	-7	13µM*	-4%	-5%	0%	1%	-37%
Cn1cc(S(=O)(=O)NC2CCCC2)c(=O)n(C)c1=O	nt	2%	-16	1%	-16	nt	-7%	-1%	0%	0%	nt
O=C(Nc1cccc(S(=O)(=O)N2CCOCC2)c1)c1cnccn1	0	-10%	3	0%	-17	0%	-4%	11%	-2%	-3%	4%
N=c1oc2cc(O)ccc2cc1C(=O)Nc1ccccn1	-1	nt	nt	4%	nt	0%	1%	2%	-1%	?	35%
CC(=O)c1cccc(NC(=O)Nc2ccccc2)c1	-1	0%	2	2%	-16	-15%	25%	16%	-3%	12µM*	0%
CCS(=O)(=O)N1CCN(c2ccc([N+](=O)[O-])c(NCC3CCCO3)c2)CC1 (stereo not given)	-2	nt	-1	3%	36[activator]	0%	-4%	0%	-1%	4%	8%
Cc1ccc2nc(SCC(=O)Nc3ccc(Br)cc3)nc(=O)n2c1	nt	18%	2	8%	5	nt	-14%	-1%	-4%	0%	nt
CCOC(=O)C1=NN(c2ccc(C)cc2)C2(S1)SC(C(C)=O)=C(C)N2c1ccccc1 (stereo not given)	-8	-1%	-18	-8%	3	-3%	-6%	3%	-5%	-1%	-22%

By substructure: the compounds so far with a halogen (2)
SMILES	Coupling enz	uPA surface inh	KCNH2 3.1 inh	ELG1 genotox	Giardia killer	Gal4-VP16 FLuc	NPC1 promoter act	Rab9 prom act	Tb PFK inh	FLuc modulator	RORg inh
Cc1ccc(S/C(=N\S(=O)(=O)c2ccc(Cl)cc2)c2ccccc2)cc1	6	nt	19	-6%	-1	1%	-5%	-9%	-27%	-12%	-24%
Cc1ccc2nc(SCC(=O)Nc3ccc(Br)cc3)nc(=O)n2c1	nt	18%	2	8%	5	nt	-14%	-1%	-4%	0%	nt

(cont.)
SMILES	Coupling enz	uPA surface inh	KCNH2 3.1 inh	ELG1 genotox	Giardia killer	Gal4-VP16 FLuc	NPC1 promoter act	Rab9 prom act	Tb PFK inh	FLuc modulator	RORg inh
O=C(O)c1nn(CC(=O)N(C2CCCCC2)C2CCCCC2)c(=O)c2ccccc12	4	3%	-7	-9%	-16	-2%	1%	-2%	6%	-1%	10%
CC1CCN(S(=O)(=O)c2ccc(C(=O)NC3CCS(=O)(=O)C3)cc2)CC1 (stereo not given)	nt	0%	-79*	-1%	11	nt	-1%	-1%	0%	-1%	nt
Fc1ccc(-c2[nH]ncc2CN(CC2CCC2)CC2CCCO2)c(F)c1 (stereo not given)	1	0%	-4	-2%	25	-5%	0%	2%	-1%	0%	-8%
Cc1ccc(S(=O)(=O)NC(=O)COc2ccc([N+](=O)[O-])cc2)cc1	16	0%	0	6%	-2	0%	1%	4%	4%	2%	-22%
COc1cc(/C=C2/CCC/C(=C\c3cc(O)c(OC)c(Cl)c3)C2=O)cc(Cl)c1O	-1	-10%	-7	-14%	1	?	2%	4%	-3%	?	?
O=C(NNc1ccc(Cl)cc1)c1c(F)cccc1Cl	-2	1%	-14	-5%	-7	-6%	-3%	-4%	0%	6%	6%
CCN1CCN(c2ncc(C(=O)Nc3cc(Cl)ccc3OC)c3ccccc23)CC1	1	1%	-12	-1%	15	-9%	-5%	-6%	20%	1%	-29%
CC1(C)C2CCC(C2)C1(C)NC(=O)CNC1CCCCC1 (stereo not given)	5	-4%	17	-1%	16	-3%	-3%	0%	-2%	-1%	35%
COc1cccc(-c2cc(C(=O)N3CCc4ccccc4C3)[nH]n2)c1	2	9%	9	?	-7	-11%	26%	22%	4%	11µM*	1.1µM*
COC(=O)c1cc(C(=O)NNC(=O)c2ccc3c(c2)OCO3)cc([N+](=O)[O-])c1	nt	-3%	1	1%	-21	nt	0%	2%	0%	-6%	nt
Cc1cccc(OCC(=O)N/N=C/C=C/c2ccco2)c1	-4	0%	-2	3%	-2	?	-1%	17%	-19%	-9%	?
CCOC(=O)CC(=O)Nc1ccn[nH]1	-12	0%	21	0%	7	0%	9%	-3%	-17%	-3%	2%
CC(C)OC(=O)c1ccc(COC(=O)c2cnccn2)cc1	4	-3%	9	2%	3	-1%	1%	0%	-5%	7.6µM*	-4%
COC(=O)c1ccc(C(=O)OC)c(NC(=S)N2CCCCC2C)c1 (stereo not given)	0	-4%	35	0%	-18	?	-1%	1%	-1%	-1%	16µM*
CC1CCN(c2ccc(NC(=S)NC(=O)c3ccco3)cc2)CC1	0	6%	-1	1%	8	7.1µM*	14%	?	8%	12µM*	3.2µM*

RORg inh, what is marked active above.
SMILES	uPA surface inh	NPC1 promoter act	Rab9 prom act	Tb PFK inh	RORg inh
COc1cccc(-c2cc(C(=O)N3CCc4ccccc4C3)[nH]n2)c1	9%	26%	22%	4%	1.1µM*
COC(=O)c1ccc(C(=O)OC)c(NC(=S)N2CCCCC2C)c1 (stereo not given)	-4%	-1%	1%	-1%	16µM*
CC1CCN(c2ccc(NC(=S)NC(=O)c3ccco3)cc2)CC1	6%	14%	?	8%	3.2µM*

Copied from the list.
CC1(C)C2CCC(C2)C1(C)NC(=O)CNC1CCCCC1 (stereo not given) in uPA surface inh has -4%
COc1cccc(-c2cc(C(=O)N3CCc4ccccc4C3)[nH]n2)c1 in KCNH2 3.1 inh has 9
Cc1cc(C)cc(OCC(=O)NC2CCCc3ccccc32)c1 (stereo not given) in uPA surface inh has 6%
Cn1cc(S(=O)(=O)NC2CCCC2)c(=O)n(C)c1=O in NPC1 promoter act has -7%

Further records
SMILES	Coupling enz	uPA surface inh	KCNH2 3.1 inh	ELG1 genotox	Giardia killer	Gal4-VP16 FLuc	NPC1 promoter act	Rab9 prom act	Tb PFK inh	FLuc modulator	RORg inh
O=C(C1=C[C@@H](c2ccc(C(F)(F)F)cc2)C[C@@H](OCCCCO)O1)N1CCN(Cc2ccccc2)CC1	1	?	-123*	-16%	-23	-4%	1%	1%	-11%	0%	42%
Cc1ccc(C)c(NS(=O)(=O)c2cc(C(=O)NCCSC3CCCCC3)ccc2C)c1	3	-18%	4	-1%	1	-8%	10%	1%	0%	0%	15%
COCCCNS(=O)(=O)c1ccc2[nH]c3c(c2c1)CCCCC3	1	2%	-5	-5%	-2	-7%	1%	-5%	-4%	3%	1%
CCOc1ccc(C(=O)NCC(=O)OCCCC(=O)c2ccc(F)cc2)cc1OCC	nt	-1%	-6	2%	-4	nt	1%	1%	3%	4%	nt
CCN(C(=O)CSc1nc(N)cc(N)n1)C1CCS(=O)(=O)C1 (stereo not given)	nt	-3%	10	11%	-18	-7%	0%	-1%	2%	4%	-14%
CCc1cccc(NC(=O)C2CCCN(S(=O)(=O)c3cnc[nH]3)C2)c1 (stereo not given)	nt	3%	9	1%	3	-1%	0%	0%	9%	-2%	25%
Cc1nc2sc(C(c3ccccc3)N3CCC(O)CC3)c(O)n2n1 (stereo not given)	0	3%	-10	2%	1	-2%	1%	-7%	1%	-1%	1%
CCOC(=O)N1CCC(NC(=O)C2CCN(c3nc(-c4ccc(OC)cc4)no3)CC2)CC1	6	-2%	-37	-4%	4	-9%	-15%	-21%	5%	-1%	4%
CCOC(=O)c1nc(N)c(=O)n(-c2ccc(C)cc2)n1	0	3%	11	-4%	-10	-12%	1%	1%	-2%	3%	26%

Screening results as filed in PubChem BioAssay.
